Bioassay records: PubChem, The Scripps Research Institute Molecular Screening Center
TCR CD3 inh: blocks the human TCR-CD3 interaction. TAMRA-labeled TCR probe fluorescence, biochemical. inhibition, % at 9.4 µM. 360,000 compounds, 0.37% hits. AID 651800; in the data active means inhibition above about 19%;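 further: recombinant mutant TCR 2C K166C tagged with TAMRA read by polarization; 0% = receptor in buffer alone and 100% = receptor with positive control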
MBD2 inh: MBD2-methylated oligo binding inhibition; TR-FRET, MBD2 binding to methylated oligonucleotide; inhibition, % at 4.4 µM; 370,000 compounds, 0.31% hits; in the data active means inhibition above about 13%
Target sequence (Q9UBB5 whole entry, looked up): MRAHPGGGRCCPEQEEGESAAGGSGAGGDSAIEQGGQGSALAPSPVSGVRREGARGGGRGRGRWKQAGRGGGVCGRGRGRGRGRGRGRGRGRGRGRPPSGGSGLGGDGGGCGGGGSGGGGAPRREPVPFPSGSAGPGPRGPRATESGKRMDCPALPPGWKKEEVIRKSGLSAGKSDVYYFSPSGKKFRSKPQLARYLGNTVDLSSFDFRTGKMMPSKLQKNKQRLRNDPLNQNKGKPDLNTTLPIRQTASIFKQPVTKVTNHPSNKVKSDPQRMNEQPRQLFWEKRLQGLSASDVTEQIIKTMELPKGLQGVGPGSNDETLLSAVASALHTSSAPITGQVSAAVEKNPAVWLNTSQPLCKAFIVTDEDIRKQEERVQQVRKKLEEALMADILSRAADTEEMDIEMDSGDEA
KLK7 zymogen act: activators of human kallikrein-7 zymogen; P49862; purified proKLK7, EDANS-DABCYL substrate fluorescence; 100% is mature enzyme control, 0% vehicle; activation, % at 7 µM; 370,000 compounds, 0.9% hits;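 active means activation above the mean of all tested compounds plus 3 SD, computed per campaign excluding outliers beyond control limits, cut at about 13% in these data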
Target sequence (P49862 whole entry, looked up): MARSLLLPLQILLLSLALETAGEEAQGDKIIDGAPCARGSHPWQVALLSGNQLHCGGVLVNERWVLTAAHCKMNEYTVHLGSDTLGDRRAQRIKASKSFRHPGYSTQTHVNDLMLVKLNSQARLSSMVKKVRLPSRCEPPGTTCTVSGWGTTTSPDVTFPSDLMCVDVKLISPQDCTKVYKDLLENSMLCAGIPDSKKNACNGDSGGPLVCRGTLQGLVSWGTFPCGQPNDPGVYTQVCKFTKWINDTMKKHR
Tn6 DDE FP: inhibitors of Tn6 peptide binding to human fibrin DD(E); P02675; Fibrin DD(E) TRITC-Tn6 fluorescence polarization displacement; inhibition, % at 8.3 µM; 370,000 compounds, 0.21% hits; AID 720509;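 active means inhibition above a per-campaign cutoff: mean of compounds within control limits plus 3 SD, cut at about 15% in these data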;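 further: 0% = median of all compound wells on the plate and 100% = blocking peptide control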
DDE Tn7 FP inh: DD(E)-Tn7 binding inhibition, primary FP screen; P02675; FP displacement of FITC-Tn7 peptide from fibrin DD(E); 0% = median of compound wells per plate; inhibition, % at 8.3 µM; 370,000 compounds, 0.13% hits; AID 720508;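 active means inhibition above the mean of compounds falling within the control limits plus 3 SD of them, cut at about 14% in these data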;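 further: 0% = plate median of compound wells and 100% = 10 µM Aha-Tn7 peptide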
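Also added: labelled Tn7 tracer, 0.1 µM; Assay system: human fibrin DD(E) protein; Amount: 2 µM fibrin DD(E); Schedule: 10 min compound pre-incubation, 3 h probe incubation at room temperature; Repeats: one replicate per compound; Read-out basis: percent inhibition; Measured by: fluorescence polarization of the labelled Tn7 tracer.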
SIAE inh: human SIAE inhibition, primary screen; SIAE FP-Rh probe binding, fluorescence polarization; inhibition, % at 9.66 µM; 370,000 compounds, 0.69% hits;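 active means inhibition above a cutoff: mean of compounds within the control limits plus 3 SD of those, cut at about 17% in these data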;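 further: 0% = plate median of compound wells and 100% = probe without SIAE protein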
PRMT1 FP inh: blocks human protein arginine methyltransferase 1; Q99873; recombinant PRMT1, activity-based probe fluorescence polarization; inhibition, % at 2.79 µM; 370,000 compounds, 1.3% hits;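 active means inhibition above about 21% made by adding two undisclosed values, limit read from the data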
LEDGF integ inh: blocks HIV-1 LEDGF/p75-dependent DNA integration; TR-FRET IN-LEDGF/p75 DNA integration, Eu/Cy5; inhibition, % at 3.7 µM; 370,000 compounds, 0.64% hits;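 active means inhibition above the screen-wide mean plus 3 SD, cut at about 13% in these data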;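 further: signal is the Cy5 over europium emission ratio at 671 and 618 nm; 0% = plate median of compound wells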
UHRF1 binding: blocks human UHRF1 binding to methylated DNA; Q96T88; UHRF1 binding to methylated oligo, TR-FRET; inhibition, % at 4.4 µM; 370,000 compounds, 0.75% hits; AID 687016; in the data active means inhibition above about 21%;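 further: UHRF1 SRA domain binding a hemimethylated CpG hairpin DNA probe; 0% = median of test compound wells and 100% = reference inhibitor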
TDP2 absorb: TDP2 (human) inhibition, absorbance primary screen | O95551 | recombinant TDP2, T5PNP hydrolysis, p-nitrophenol absorbance 415 nm | inhibition, % at 12.8 µM | 370,000 compounds, 0.34% hits | AID 720702;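 active means inhibition above the mean of all tested compounds plus 3 SD, set per campaign, cut at about 25% in these data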;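 further: 0% = DMSO with enzyme and 100% = buffer with substrate but no TDP2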
Target sequence (O95551 whole entry, looked up): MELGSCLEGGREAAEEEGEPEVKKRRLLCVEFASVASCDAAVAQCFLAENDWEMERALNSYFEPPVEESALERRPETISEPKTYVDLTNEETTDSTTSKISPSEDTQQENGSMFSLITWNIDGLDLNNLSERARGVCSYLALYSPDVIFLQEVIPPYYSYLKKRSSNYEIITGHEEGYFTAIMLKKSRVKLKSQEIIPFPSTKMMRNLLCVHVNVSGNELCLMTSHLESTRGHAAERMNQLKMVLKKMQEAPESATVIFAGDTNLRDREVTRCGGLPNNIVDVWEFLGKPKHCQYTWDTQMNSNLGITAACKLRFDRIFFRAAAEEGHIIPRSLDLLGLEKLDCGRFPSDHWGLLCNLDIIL
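Test system: Human TDP2 enzyme | Reagent: 5 mM T5PNP | Compound dosing: 12.8 µM single point, 1% DMSO | Incubation: Enzyme reaction with compound for 2 h at 37 °C | Technique: p-Nitrophenol epi absorbance | Read-out: % inhibition relative to enzyme-containing and enzyme-free wells | Benchmarks: High control without enzyme, low control DMSO plus TDP2 | Replicates: Singlicate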
* = called active by the depositor; nt = not tested or not shown. Rows were taken by chance; about 4.6% have a hit in one of these screens.

SMILES	TCR CD3 inh	MBD2 inh	KLK7 zymogen act	Tn6 DDE FP	DDE Tn7 FP inh	SIAE inh	PRMT1 FP inh	LEDGF integ inh	UHRF1 binding	TDP2 absorb
S=c1[nH]nc(-c2ccco2)n1Cc1ccccc1	5.5	-1.6	0.0	3.9	-4.0	0.2	-1.5	1.3	-0.9	-7.8
Cc1cccc(NC(=O)C(C)OC(=O)c2ccccc2NS(=O)(=O)c2cc(C)c(C)c([N+](=O)[O-])c2)c1 (stereo not drawn)	-1.2	4.8	0.0	-0.6	-1.1	-62.2	-0.8	1.1	-1.8	1.9
COc1ccccc1NC(=O)CCCC(=O)OC(C)C(=O)c1ccccc1 (stereo not drawn)	1.8	-0.1	-0.4	-1.1	-2.9	-4.9	-5.6	0.3	-3.4	-5.1
COc1ccc(CNc2nc(NC(C)=O)nn2-c2ccccc2)cc1	-5.3	-1.2	-0.7	6.5	-3.4	3.8	-4.7	1.2	1.0	-5.5
OCCC1CN(Cc2cn[nH]c2C2CCCCC2)CCN1Cc1ccccc1 (stereo not drawn)	6.9	-8.0	0.3	6.1	4.0	10.3	-4.7	-2.8	-3.6	3.2
O=C(NC1CCS(=O)(=O)C1)c1ccc2c(c1)OCO2 (stereo not drawn)	-3.1	-0.8	0.2	2.0	-0.7	-3.0	-1.3	2.9	2.1	-8.5
COc1ccc(Cc2nnc(CCc3ccccc3)s2)cc1	-8.8	0.6	0.1	-2.9	-0.9	-3.1	2.0	-5.0	2.6	-5.0
O=C(Cc1ccccc1)NNC(=O)c1ccc(Br)o1	-8.3	0.5	0.3	1.2	4.2	5.4	6.6	-3.6	1.9	-0.9
Cc1cnc(CNC(=O)CC2C(=O)NCCN2Cc2ccccc2C(F)(F)F)cn1 (stereo not drawn)	-3.8	-2.2	-0.8	-5.2	4.7	-4.4	2.9	2.1	-4.5	9.3
CCCCCCC[C@@H](C/C=C/CCC(=O)O)OC	1.1	-4.0	0.3	-0.8	-3.9	3.8	-0.1	-4.2	-3.2	6.4
COc1ccc(NC(=O)c2cc(C3CCCCN3C(=O)c3ccc4c(c3)CCO4)on2)c(C)c1 (stereo not drawn)	-10.8	2.4	0.0	4.3	-3.5	-2.8	5.7	2.2	4.5	-13.3
O=C(NCc1ccccc1)C(c1cccc2ccccc12)n1c(=O)c(-c2ccco2)nc2ccccc21 (stereo not drawn)	4.2	-1.6	-0.1	3.5	-1.3	-16.2	11.6	7.4	-4.2	-1.3
CC(=NNS(=O)(=O)c1cccc([N+](=O)[O-])c1)c1ccc(-n2ccnc2)cc1	2.4	-0.3	-0.1	6.3	-1.9	10.9	6.2	-6.5	1.7	9.5
Cc1oc(-c2ccccc2)nc1CC(=O)O	2.0	-4.1	0.2	-6.7	5.1	1.9	-2.5	2.4	-1.0	6.4
COc1cc(C)ccc1OCC(=O)OCC(=O)c1[nH]c(C)c(C(C)=O)c1C	5.2	-2.9	0.7	-1.9	-5.0	-7.2	2.4	1.9	-1.8	1.1
CC(=O)Nc1nc(C)c(CCCOc2ccc([N+](=O)[O-])cc2)c(=O)[nH]1	0.7	1.3	-0.8	-0.3	4.2	1.8	2.0	-3.6	-0.6	6.6
O=C(Nc1ccccc1)N1CCN(S(=O)(=O)c2ccccc2)CC1	-0.3	5.3	-0.4	-1.9	2.8	-9.7	0.6	-3.0	3.9	0.2
CC1=C/C(=N\NC(=O)c2cccs2)CC(C)(C)C1	-5.2	5.0	0.4	-2.0	1.4	-5.8	4.8	-4.4	4.2	-16.9
CCOC(CNC(=O)Cn1nc(C)c2ccccc21)OCC	-10.2	-2.5	-0.2	-5.7	-5.6	-0.7	-2.2	6.3	1.8	-14.9
COc1ccc(C(=O)N/N=C/c2ccc(OC)c(COc3ccccc3)c2)cc1	4.8	0.4	0.9	-8.4	-3.5	-4.0	-4.4	6.1	-4.7	-9.8
COc1cc(OC)cc(C(=O)N[C@H](C(=O)OCC(=O)c2ccc(F)cc2)C(C)C)c1	-3.3	3.1	-0.3	3.9	6.0	-0.8	0.4	-0.8	1.8	-6.2
CCCNC(=O)NC(=O)CSc1nncs1	1.8	5.3	-0.2	-7.5	0.2	2.4	0.3	2.1	2.4	4.2
C=CCn1c(SCc2ccc(C(=O)OC)cc2)nnc1-c1sc(N)nc1C	2.3	-7.0	0.3	7.8	2.6	6.7	0.4	0.4	-0.8	-1.1
CC1CCN(C(=O)CSc2nnc3c(n2)[nH]c2ccccc23)CC1	3.6	2.3	-0.1	3.2	3.3	-5.1	0.4	-7.5	1.8	-0.1
CCOc1cc(C(=O)NCc2ccccc2)ccc1OCC(=O)N1CCOCC1	-0.2	2.5	-0.4	3.4	4.3	-6.4	0.7	4.1	-1.2	4.9
O=C(Nc1ccc2ccccc2c1)NC1CCCCN(Cc2cccc(Cl)c2)C1=O (stereo not drawn)	nt	1.6	0.1	-5.2	-2.5	-6.7	2.1	4.0	0.5	3.8
O=C(N/N=C/c1ccc(O)cc1)c1cc(C2CC2)[nH]n1	2.5	-3.2	-0.8	-1.3	-2.7	5.4	1.0	-0.3	2.6	11.3
CCOC(=O)c1sc(N)c(C(=O)OC)c1C	3.2	-6.4	-0.2	-1.4	-3.0	5.1	-3.5	2.9	0.6	-4.5
O=C(NC(=S)Nc1nc2c(s1)CSc1ccccc1-2)c1ccccc1	-1.3	1.8	0.4	-4.6	-0.5	-20.8	5.7	2.3	-1.4	0.6
COc1ccc(/C=N/NC(=O)c2c(-c3ccccc3)noc2C)cc1[N+](=O)[O-]	1.3	-0.6	-0.2	0.7	4.4	-0.5	0.0	2.5	1.5	12.2
O=C(COc1ccc(/C=N/NC(=O)C(=O)N2CCCCC2)cc1)Nc1ccccc1Cl	-2.5	2.0	0.2	-6.2	-1.9	-8.8	-1.3	-0.8	-2.4	0.0
CSc1ncccc1C(=O)N(C)CC(=O)Nc1ccc(Cl)cc1	-1.3	-2.4	0.1	7.8	6.4	-2.7	-1.6	1.8	-0.8	-11.9
COc1ccc(CC(=O)OCC(=O)NC(=O)Nc2ccccc2F)cc1	-9.2	2.5	-0.4	1.6	2.3	-0.3	1.4	-5.0	-1.4	1.4
COCc1c(C(=O)N/N=C(\C)c2ccc(Cl)s2)nnn1-c1nonc1N	-7.8	3.2	-0.6	4.7	6.6	-3.3	5.9	-7.8	0.0	-4.8
CCN(CC)C(=O)[C@H]1C[C@H](CC(=O)NCCN2CCOCC2)C(=O)N2CCc3c([nH]c4cc(CCC(=O)N(C)C)ccc34)[C@]12C	-2.9	-2.2	0.7	8.0	-2.0	-1.5	-4.5	-5.8	-0.9	5.3
CCOc1ccc(NC(=O)CN(C)C(=O)C2CCN(c3ncnc4sc(C)c(C)c34)CC2)cc1OCC	-5.8	3.7	-0.2	4.8	-4.3	6.4	0.9	-1.0	-1.0	-4.9

Ordered by count of non-hydrogen atoms (rising): part of the list above
SMILES	TCR CD3 inh	MBD2 inh	KLK7 zymogen act	Tn6 DDE FP	DDE Tn7 FP inh	SIAE inh	PRMT1 FP inh	LEDGF integ inh	UHRF1 binding	TDP2 absorb
CCOC(=O)c1sc(N)c(C(=O)OC)c1C	3.2	-6.4	-0.2	-1.4	-3.0	5.1	-3.5	2.9	0.6	-4.5
O=C(N/N=C/c1ccc(O)cc1)c1cc(C2CC2)[nH]n1	2.5	-3.2	-0.8	-1.3	-2.7	5.4	1.0	-0.3	2.6	11.3
CSc1ncccc1C(=O)N(C)CC(=O)Nc1ccc(Cl)cc1	-1.3	-2.4	0.1	7.8	6.4	-2.7	-1.6	1.8	-0.8	-11.9
O=C(NC(=S)Nc1nc2c(s1)CSc1ccccc1-2)c1ccccc1	-1.3	1.8	0.4	-4.6	-0.5	-20.8	5.7	2.3	-1.4	0.6
COCc1c(C(=O)N/N=C(\C)c2ccc(Cl)s2)nnn1-c1nonc1N	-7.8	3.2	-0.6	4.7	6.6	-3.3	5.9	-7.8	0.0	-4.8
COc1ccc(/C=N/NC(=O)c2c(-c3ccccc3)noc2C)cc1[N+](=O)[O-]	1.3	-0.6	-0.2	0.7	4.4	-0.5	0.0	2.5	1.5	12.2
CCOc1cc(C(=O)NCc2ccccc2)ccc1OCC(=O)N1CCOCC1	-0.2	2.5	-0.4	3.4	4.3	-6.4	0.7	4.1	-1.2	4.9
CCOc1ccc(NC(=O)CN(C)C(=O)C2CCN(c3ncnc4sc(C)c(C)c34)CC2)cc1OCC	-5.8	3.7	-0.2	4.8	-4.3	6.4	0.9	-1.0	-1.0	-4.9
CCN(CC)C(=O)[C@H]1C[C@H](CC(=O)NCCN2CCOCC2)C(=O)N2CCc3c([nH]c4cc(CCC(=O)N(C)C)ccc34)[C@]12C	-2.9	-2.2	0.7	8.0	-2.0	-1.5	-4.5	-5.8	-0.9	5.3

Other structures:
SMILES	TCR CD3 inh	MBD2 inh	KLK7 zymogen act	Tn6 DDE FP	DDE Tn7 FP inh	SIAE inh	PRMT1 FP inh	LEDGF integ inh	UHRF1 binding	TDP2 absorb
CC1CCCN(Cc2cccc(Oc3ccccc3)c2)C1 (stereo not drawn)	6.2	0.9	-0.6	7.8	13.3	-0.7	0.1	0.9	0.4	1.6
Cc1ccc(C(C(=O)NCc2ccc(F)cc2)N(C(=O)c2csnn2)C2CC2)cc1 (stereo not drawn)	-8.6	0.9	-0.2	1.3	0.0	-0.7	-0.4	6.0	3.1	-6.5
CCN1C(=O)S/C(=C/c2ccsc2)C1=O	9.1	-1.0	-0.7	1.1	-5.4	2.6	1.3	-1.2	-2.7	-1.9
Cn1c(=O)c2c(nc(N3CCCC3)n2C)n(C)c1=O	-4.3	-0.6	0.4	2.1	-0.6	6.6	-2.6	5.9	-1.9	-6.3
CN(C)S(=O)(=O)c1ccc(C(=O)NNc2nc(-c3ccccc3)c3cc(Br)ccc3n2)cc1	-1.2	-2.4	0.8	5.1	-1.1	-16.8	-2.0	-2.3	-3.7	1.0
CCOC(=O)C1(Cc2cccc(OC)c2)CCCN(C(=O)c2cc(C)oc2C)C1 (stereo not drawn)	-2.5	0.6	1.0	-3.7	-0.8	3.2	2.4	3.3	-0.7	11.2
Cc1ccc(OCCCn2c(CO)nc3ccccc32)cc1	9.5	0.8	-0.5	-4.2	-3.0	0.3	-2.1	0.5	-3.7	4.0
O=S(=O)(C=C(c1ccccc1)c1ccccc1)c1ccccc1	2.8	-5.3	0.4	4.7	9.3	-1.5	0.4	0.8	3.4	-0.6
